STAT1 inh – reduces IFN-gamma driven STAT1 reporter signal. NIH 3T3 STAT1-luciferase reporter, luminescence. inhibition, % at 5.5 µM. 200,000 tested, 0.35% active;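 active means inhibition above a set limit, the mean inhibition across all tested compounds plus 3 SD, cut at about 34% in these data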;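 further: 0% = IFN-gamma with DMSO and 100% = IFN-gamma with 300 µM nifuroxazide; values of inactives mirror those of a sister screen read the other way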
ROMK mod – modulators of human ROMK potassium channel | 130,000 tested, 2% active | Tet-inducible ROMK, thallium flux fluorescence; actives lie on both sides | B-score at 10 µM;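 active means signal ratio slope over the read window, or its plate-corrected B-score, at least 3 SD from the plate mean, either direction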;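 further: B-score of the F/F0 ratio slope over 7 to 12 s after thallium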
Target sequence (P48048 whole entry, looked up): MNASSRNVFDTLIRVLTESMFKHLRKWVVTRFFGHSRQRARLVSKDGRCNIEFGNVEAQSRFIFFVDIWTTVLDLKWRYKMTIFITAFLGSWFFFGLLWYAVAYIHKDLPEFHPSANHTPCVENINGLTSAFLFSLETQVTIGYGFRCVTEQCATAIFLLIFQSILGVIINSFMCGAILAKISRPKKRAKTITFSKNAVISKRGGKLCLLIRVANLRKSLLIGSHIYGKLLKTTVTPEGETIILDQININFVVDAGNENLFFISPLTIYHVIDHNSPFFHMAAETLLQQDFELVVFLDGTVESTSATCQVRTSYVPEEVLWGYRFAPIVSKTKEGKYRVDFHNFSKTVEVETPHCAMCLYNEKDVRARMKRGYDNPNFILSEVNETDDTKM
PPARg SRC2 recr – promotes SRC-2 coactivator recruitment by human PPARgamma; P37231; PPARgamma LBD-SRC-2 recruitment, biochemical; activation, % at 8 µM; 200,000 tested, 0.34% active; in the data active means activation above about 22%;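 further: 0% = vehicle and 100% = reference agonist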
Target sequence (P37231 whole entry, looked up, the tested form may be a part): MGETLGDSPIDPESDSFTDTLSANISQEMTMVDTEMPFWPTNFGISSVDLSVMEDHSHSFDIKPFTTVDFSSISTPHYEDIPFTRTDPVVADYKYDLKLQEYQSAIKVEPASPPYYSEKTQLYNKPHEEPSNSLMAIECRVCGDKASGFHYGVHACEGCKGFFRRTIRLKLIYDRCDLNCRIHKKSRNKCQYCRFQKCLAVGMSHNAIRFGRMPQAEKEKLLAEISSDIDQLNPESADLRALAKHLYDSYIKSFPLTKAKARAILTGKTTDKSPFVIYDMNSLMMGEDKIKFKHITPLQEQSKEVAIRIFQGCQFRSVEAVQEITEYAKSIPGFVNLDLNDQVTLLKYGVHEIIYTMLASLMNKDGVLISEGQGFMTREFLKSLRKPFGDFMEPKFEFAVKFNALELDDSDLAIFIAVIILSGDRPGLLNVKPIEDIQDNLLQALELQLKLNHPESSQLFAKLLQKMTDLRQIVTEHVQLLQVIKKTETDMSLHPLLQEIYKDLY
SRC2 TRFRET art – counter-screen for PPARgamma SRC-2 recruitment agonists: TR-FRET artefact | active compounds read high | TR-FRET ratio at 8 µM | 200,000 tested, 0.4% active; in the data active means TR-FRET ratio above about 2000; further: inactives centre near 1500
PPARg SRC3 recr – promotes SRC-3 coactivator recruitment by human PPARgamma; P37231; biochemical PPARgamma/SRC-3 coactivator recruitment assay; activation, % at 8 µM; 200,000 tested, 0.26% active; in the data active means activation above about 23%;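 further: 0% = DMSO and 100% = reference agonist; some compounds past the cut are filed as inactive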
S1P3 antag – antagonists of human S1P3 receptor. Q99500. CHO S1P3 NFAT-BLA reporter, FRET fluorescence, antagonist mode. inhibition, % at 4.98 µM. 170,000 tested, 0.27% active. AID 485;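 active means inhibition above the plate cutoff, the mean inhibition of test wells on that plate plus 3 SD, cut at about 28% in these data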;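 further: cells challenged with S1P at its EC80 of 0.8 µM; blue over green emission ratio from cleaved BLA substrate after 4 h stimulation; 0% = S1P-stimulated wells and 100% = unstimulated DMSO-only wells; some compounds past the cut are filed as inactive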
PPARg SRC-1 ag – agonists of human PPARgamma SRC-1 coactivator recruitment. PPARgamma-SRC-1 coactivator recruitment biochemical assay. activation, % at 8 µM. P37231. 200,000 tested, 0.41% active. AID 631; in the data active means activation above about 19%;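 further: 0% = DMSO and 100% = reference agonist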
STAT3 inh – STAT3 signaling inhibition | AID 862 | 190,000 tested, 0.89% active | inhibition, % at 5.5 µM | U3A cells, IL-6 STAT3-luciferase reporter, luminescence; host cell line lacks STAT1;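 active means inhibition above the mean inhibition across all screened compounds plus 3 SD, cut at about 44% in these data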;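 further: 0% = DMSO only wells and 100% = 100 µM nifuroxazide control wells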
TLR4 MyD88 comp – TLR4-MyD88 interaction inhibition in cells | 200,000 tested, 0.18% active | HeLa CL3-4 TLR4/MyD88 BLA complementation, FRET ratio | inhibition, % at 8.4 µM | O00206+Q99836; in the data active means inhibition above about 25%;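 further: 0% = vehicle and 100% = reference inhibitor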
RAM network inh – yeast RAM network inhibition; 190,000 tested, 1.8% active; inhibition, % at 50 µM; AID 868; S. cerevisiae dse1pr::URA3 reporter, 5-FOA growth OD615, 2 d; analog-sensitive cbk1-as2 kinase mutant strain;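 active means inhibition above a set limit, 3 SD over mean compound inhibition, cut at about 8.4% in these data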;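 further: 0% = DMSO-only wells with no growth and 100% = 10 µM 1-NA-PP1 full growth; inhibition rescues growth on 5-FOA so higher OD means more RAM inhibition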
STAT3 activator – STAT3 signaling activation; U3A cells, IL-6 STAT3-luciferase reporter, luminescence; 100% = signal with IL-6 EC80 alone; activation (% of control), % at 5.6 µM; 190,000 tested, 0.91% active; AID 871;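 active means activation above the screen-wide mean of compound activation plus 3 SD, cut at about 130% in these data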;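 further: 0% = background luminescence of wells with medium and substrate only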
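Material: human STAT1-deficient U3A cells with stable STAT3-luciferase reporter / Probe or stimulus: IL-6 stimulus at 33 ng/mL final / Schedule: 1 h compound pre-exposure, 6 h IL-6 stimulation, 37 °C / Technique: luminescence / Read-out basis: percent of IL-6-only median luminescence / Control set: IL-6-only high control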
* marks the source's active call; other numbers are inactive results; / = no result given.

A first look:
SMILES	STAT1 inh	ROMK mod	PPARg SRC2 recr	SRC2 TRFRET art	PPARg SRC3 recr	S1P3 antag	PPARg SRC-1 ag	STAT3 inh	TLR4 MyD88 comp	RAM network inh	STAT3 activator
CN1CCCC1C(O)(c1ccccc1)c1ccccc1 (configuration not stated)	2.5	/	1.5	1568	0.3	/	0.5	-14.6	-13.1	/	121.7
O=C(O)C12C3CCCC1C32c1ccccc1 (configuration not stated)	-5.9	/	-0.8	1671	4.8	-37.7	3.6	9.4	3.4	1.4	96.4

The listing, previewed entries included:
SMILES	STAT1 inh	ROMK mod	PPARg SRC2 recr	SRC2 TRFRET art	PPARg SRC3 recr	S1P3 antag	PPARg SRC-1 ag	STAT3 inh	TLR4 MyD88 comp	RAM network inh	STAT3 activator
CN1CCCC1C(O)(c1ccccc1)c1ccccc1 (configuration not stated)	2.5	/	1.5	1568	0.3	/	0.5	-14.6	-13.1	/	121.7
O=C(O)C12C3CCCC1C32c1ccccc1 (configuration not stated)	-5.9	/	-0.8	1671	4.8	-37.7	3.6	9.4	3.4	1.4	96.4
FC(F)(F)C1=NC(C(F)(F)F)=NP(N2CCOCC2)(N2CCOCC2)=N1	-3.4	0.454	10.8	1491	-4.6	-19.2	-1.9	7.7	2.3	-0.6	98.8
CCOc1ccc2nc(N3CCC(C(=O)N4CCC5(CC4)OCCO5)CC3)sc2c1	-11.2	-0.0152	12.6	1737	11.2	/	3.5	5.9	-7.2	0.9	98.8
CCOc1ccccc1N=C1SCCCN1C	5.5	0.104	-3.1	1379	-7.6	2.0	-4.1	2.1	10.7	-0.3	103.7
Fc1ccc(CCNCc2cccc(Cl)c2)cc1	0.1	-0.0492	-0.9	1588	-1.9	/	3.0	-1.8	4.9	2.2	108.2
NCCCC(=O)OC1N=C(c2ccccc2Cl)c2cc(Br)ccc2NC1=O (configuration not stated)	-7.5	-0.491	7.4	1406	2.9	-0.1	-2.9	-3.1	0.1	1.8	102.3
O=C1CC(N2CCC(n3c(=O)[nH]c4ccccc43)CC2)C(=O)N1Cc1ccccc1 (configuration not stated)	9.9	0.0468	-8.6	1624	5.4	8.1	-1.1	6.9	-19.2	0.2	96.0
CCCCc1nc2ccccc2c(=O)n1-c1ccc(O)cc1	-0.9	/	-3.3	1523	-4.8	-23.4	-2.0	6.7	4.3	0.5	98.0
Clc1ccccc1CN1CCN(c2ccccc2Cl)CC1	-2.8	-0.686	0.0	1392	-6.1	/	-2.1	4.6	4.0	0.9	101.0
COC(=O)CN1C(=O)C2(C(C(=O)OC)=C(N)Oc3ccccc32)C2=C1CC(C)(C)CC2=O (configuration not stated)	4.7	/	-0.5	1580	-4.2	/	-3.4	-0.8	8.4	1.3	101.7
CCNC(=O)[C@H]1O[C@@H](n2cnc3c(N)ncnc32)[C@H](O)[C@@H]1O	/	/	-0.2	1443	0.9	3.2	-4.9	/	/	/	/
CC(C)C12CN3CC(C(C)C)(CN(C1)C3c1cccnc1)C2=O (configuration not stated)	2.6	/	15.5	1640	3.2	/	-3.4	10.8	-3.3	0.5	94.4
OC(Cc1ccccc1)(c1ccccc1)C1CN2CCC1CC2 (configuration not stated)	4.2	-1.77	3.8	1690	-9.7	/	1.2	-10.5	12.1	1.1	116.2
Nc1nc(SCCC(F)=C(F)F)n[nH]1	-7.4	0.286	6.1	1489	2.4	-25.6	7.1	-2.0	-1.8	0.9	107.5
CCN(CC)P(=O)(c1nccn1C)N(CC)CC	0.3	-1.35	5.8	1705	1.8	-9.7	16.9	7.6	9.8	3.5	95.5
CCCCn1c(O)c(C(CC)=NCCN2CCOCC2)c(=O)[nH]c1=O	0.4	/	-3.4	1431	4.1	/	-3.2	6.1	-1.9	-1.4	97.8
Cc1cccc(-n2c(C)nc3ccccc3c2=O)n1	-0.9	0.255	-0.5	1434	1.8	/	-4.3	7.7	-2.5	1.5	96.7
O=P(Nc1ccccc1Cl)(c1ccccc1)c1nc2c(s1)CCCC2 (configuration not stated)	-1.1	/	1.4	1345	4.6	/	-0.1	-11.3	-7.7	-0.4	118.7
O=C1CCN(C(=O)C(Cl)Cl)N1	3.3	1.17	-0.2	1464	-2.5	0.8	-3.6	-3.0	-4.8	0.7	104.6
COc1ccc(CNCC(=O)N2CCC3(CC2)OCCO3)cc1	-2.0	/	2.7	1565	0.7	-28.1	3.0	0.7	-12.1	0.6	103.1
COc1cc(OC)cc(-n2nc(C(=O)N3CCC4(CC3)OCCO4)c3ccccc3c2=O)c1	-0.8	/	7.9	1500	1.4	9.2	7.5	6.6	-21.0	0.2	99.9
COc1ccc2oc3c(c2c1)NC(=O)CN=C3c1ccccc1	10.8	-0.532	-0.5	1433	-0.2	-13.5	-8.2	14.3	-6.3	0.2	93.5
CN1C(=O)/C(=C\c2ccc(N3CCCCC3)o2)C(=O)NC1=S	-42.0	/	11.5	1540	10.5	/	4.4	10.3	4.0	4.3	98.9
CC(C)n1c(=O)c(C=Nc2ccc(F)cc2)c(O)n(Cc2ccco2)c1=O	11.1	-0.639	0.3	1619	5.7	-5.2	0.7	14.9	6.7	2.3	86.7

Full records, quoted from the list. Order of values: STAT1 inh, ROMK mod, PPARg SRC2 recr, SRC2 TRFRET art, PPARg SRC3 recr, S1P3 antag, PPARg SRC-1 ag, STAT3 inh, TLR4 MyD88 comp, RAM network inh, STAT3 activator
O=C1CCN(C(=O)C(Cl)Cl)N1 in the list: 3.3, 1.17, -0.2, 1464, -2.5, 0.8, -3.6, -3.0, -4.8, 0.7, 104.6
Nc1nc(SCCC(F)=C(F)F)n[nH]1 in the list: -7.4, 0.286, 6.1, 1489, 2.4, -25.6, 7.1, -2.0, -1.8, 0.9, 107.5
O=C1CC(N2CCC(n3c(=O)[nH]c4ccccc43)CC2)C(=O)N1Cc1ccccc1 (configuration not stated) in the list: 9.9, 0.0468, -8.6, 1624, 5.4, 8.1, -1.1, 6.9, -19.2, 0.2, 96.0

2 records drawn at random from the list so far, as already listed:
SMILES	STAT1 inh	ROMK mod	PPARg SRC2 recr	SRC2 TRFRET art	PPARg SRC3 recr	S1P3 antag	PPARg SRC-1 ag	STAT3 inh	TLR4 MyD88 comp	RAM network inh	STAT3 activator
COc1ccc2oc3c(c2c1)NC(=O)CN=C3c1ccccc1	10.8	-0.532	-0.5	1433	-0.2	-13.5	-8.2	14.3	-6.3	0.2	93.5
CCOc1ccccc1N=C1SCCCN1C	5.5	0.104	-3.1	1379	-7.6	2.0	-4.1	2.1	10.7	-0.3	103.7

(next part)
SMILES	STAT1 inh	ROMK mod	PPARg SRC2 recr	SRC2 TRFRET art	PPARg SRC3 recr	S1P3 antag	PPARg SRC-1 ag	STAT3 inh	TLR4 MyD88 comp	RAM network inh	STAT3 activator
Cn1c(O)c(C=NCCN2CCNCC2)c(=O)n(C)c1=O	-3.9	/	5.9	1614	6.2	/	10.8	1.1	4.8	1.4	102.3
O=C(Cc1ccc(Br)cc1)N1CCN(Cc2ccccc2)CC1	-3.1	/	-1.5	1587	9.0	/	-1.6	6.3	-7.8	0.9	98.3
CN1CCC(OC(=O)C2c3ccccc3Oc3ccccc32)CC1	1.4	-1.25	7.6	1629	0.0	/	7.0	7.1	-1.8	2.8	100.3
O=C(Cn1ncc2c3ccccc3n(Cc3ccccc3F)c2c1=O)N1CCC2(CC1)OCCO2	-4.5	/	4.2	1622	0.9	2.7	-2.5	15.9	6.1	1.4	90.2
O=P1(NC2CCCC2)COc2ccccc2OC1	6.8	0.723	-4.4	1553	2.4	-10.8	4.0	7.0	10.7	0.9	96.3
CC1(C)CN=C(NCc2ccccc2Cl)S1	-0.6	/	7.5	1520	4.6	-2.3	0.0	-1.2	12.9	-1.1	105.1
CC(C)C[C@H](NC(=O)[C@@H]1CCCN1C(=O)[C@@H](N)Cc1ccc(O)cc1)C(=O)NCC(N)=O	-13.9	-0.36	-4.9	1548	-0.7	6.0	9.5	3.0	-1.7	-0.7	99.4
C[C@H]1CCCC(=O)CCC/C=C/c2cc(O)cc(O)c2C(=O)O1	-1.2	-1.79	4.0	1500	-6.6	/	0.3	11.2	2.8	0.8	90.6
CCN(CCNc1ccc([N+](=O)[O-])c2cccnc12)S(=O)(=O)c1ccc(Cl)cc1	-1.7	-0.305	-8.6	1578	2.4	/	-1.1	-2.4	1.6	9.5*	107.6
COc1cccc(CCNCc2cccc(C(F)(F)F)c2)c1	2.0	-0.822	9.1	1802	4.1	-16.0	2.3	17.8	6.0	0.9	90.8
COC(=O)C1=Nc2ccccc2/C1=C\c1c(O)n(-c2ccc(OC)cc2)c(=O)[nH]c1=O	2.0	/	10.1	1353	4.5	/	4.2	2.8	-22.3	0.1	102.8
CC(ON1CC1(C(F)(F)F)C(F)(F)F)(C(N)=O)C(N)=O (configuration not stated)	8.9	0.751	4.3	1777	1.8	-4.5	1.0	3.0	-11.3	1.7	95.5
Clc1ccc(OCC#CCN2CCCCCC2)cc1	-12.3	0.563	-2.6	1621	-1.5	9.1	2.6	0.1	-1.7	-0.6	105.4
COc1cccc(N2CCN(Cc3ccc(Cl)cc3)CC2)c1	-1.0	/	-5.2	1520	-3.6	-4.8	2.4	-0.2	6.9	0.1	103.5
COc1ccc(-n2c(C)cc(C(=O)C[N+]34CCN(CC3)CC4)c2C)cc1	0.5	0.257	2.2	1466	1.7	5.9	-4.5	8.1	-3.0	0.8	98.5

Some of the compounds tested; rates above refer to the full screens.
